# High-throughput results: PubChem BioAssay, Southern Research Specialized Biocontainment Screening Center
# VEEV TC-83 Vero = inhibitors of VEEV TC-83 cytopathic effect, confirmation, Vero cells (AID 588727); inhibition, % at 20 µM; hits with a dose series show IC50 in µM; Vero cells, VEEV TC-83 cytopathic effect inhibition; higher % means a stronger effect; hit rate 0.13% among 350,000; in the data active = a potency from the dose series; inconclusive = inhibition mostly from about 14% at the one dose, without a potency; inactive = the rest, 99 in 100 with inhibition below about 12%; also: strong numbers were not always called active
# * = called active by the depositor; i = inactive; ? = inconclusive.
SMILES,VEEV TC-83 Vero
CC1(C)N=C(N)N=C(N)N1c1cc(Cl)ccc1Cl,i
CC(NCC(=O)Nc1ccccc1C(=O)NC1CC1)c1ccc(Cl)cc1 (configuration not stated),3.5%
Cc1ccc(S(=O)(=O)N2C[C@@H](C)[C@]3(C2)[C@H](O)[C@H](OC(=O)Nc2cccs2)C[C@H]2C(=O)N(c4ccccc4)C(=O)[C@H]23)cc1,22.1µM*
COC(=O)C[C@H]1C[C@@H]2c3cc(NC(=O)Nc4ccc(F)cc4)ccc3O[C@@H]2[C@@H](CO)O1,4.7%
O=C(Cc1ccc(Cl)cc1)NCC(=O)N1CCC2(CC1)NCCc1[nH]cnc12,0.9%
CCCCCCN1C[C@@H](O)[C@H](n2cc(COC(=O)c3ccccc3)nn2)C[C@@H]1c1ccc(OC)cc1,0.6%
O=C(NCCNc1ccc([N+](=O)[O-])cc1)c1ccccc1Cl,i
CN1CCCC2c3ccccc3CCC21 (configuration not stated),3.1%
C=C(C)C(=O)Nc1ccc2nn(-c3ccccc3O)nc2c1,3.4%
O=C1NC(C2CC3C=CC2C3)Nc2ccccc21 (configuration not stated),3.5%
O=C(NC1CCCCC1)c1ccc2ccccc2c1O,11.3µM*
COc1cc(OC)c(N(C)S(=O)(=O)c2cccc(C(=O)NCc3cccs3)c2)cc1Cl,0.1%
COCOCCn1cc(CN2CCS(=O)(=O)N(Cc3ccc(-c4ccc(Cl)nc4)cc3)C(CC(C)C)C2=O)nn1 (configuration not stated),7.2%
COc1ccc(-c2nc(S(=O)(=O)c3ccccc3)c(N3CCN(C)CC3)o2)cc1,7.5%
CCC[C@H]1CN(c2ccc(OC)cc2)C(=O)[C@@H]1CC(=O)NC,1.2%
Cc1cc(=O)c2c(N(C)C)cccc2[nH]1,0.4%
CCn1c(CC(=O)Nc2ccccc2F)nnc1SCC(=O)NC1=NCCS1,0.2%
Cc1ccc(S(=O)(=O)N2CCC(C(=O)OCC(=O)N(Cc3ccccc3)C(C)C)CC2)cc1C,1.3%
CCOc1ccc(CCNC(=O)COC(=O)c2n[nH]c3ccccc23)cc1OCC,2.7%
Cc1ccccc1C#CC1=CC(=O)CC(C)(C)C1,i
CCN(CC)C(=O)C1=C(C)N(CCC2=CCCCC2)C(=O)C(CC(=O)NCCc2ccccn2)C1 (configuration not stated),i
COC(Cn1c2c(c3cc(C)ccc31)CCCC2NCc1ccccc1)OC (configuration not stated),i
C[C@H](CO)N1C[C@H](C)[C@H](CN(C)C(=O)NC2CCCCC2)Oc2cc(-c3cccnc3)ccc2S1(=O)=O,0.6%
COc1ccc(C=CC(=O)c2ccc(OC)c(OC)c2)cc1O,13.0%
CCc1cccc(CC)c1N1C(=O)CSCC1=O,0.2%
SMILES,VEEV TC-83 Vero
O=C(COC(=O)c1cccc(Br)c1)Nc1cccc(S(=O)(=O)N2CCCCC2)c1,i
N#CC(c1ccccc1)C(CC(=NO)c1ccccc1)c1ccccc1 (configuration not stated),2.6%
C[C@H]1CN([C@@H](C)CO)C(=O)CCCn2cc(nn2)CO[C@@H]1CN(C)S(=O)(=O)c1ccc2ccccc2c1,1.1%
CN(CC(=O)Nc1ccc(Cl)c(C(F)(F)F)c1)C(=O)C1CC(=O)N(c2ccc3c(c2)OCCO3)C1 (configuration not stated),1.6%
O=C(CCNC(=O)c1ccccc1Cl)Nc1ccc(S(=O)(=O)N2CCOCC2)cc1,0.1%
O=C1[C@H]2[C@@H](c3ccc(C(F)(F)F)cc3)N[C@]3(CCCN(CC4CCCCC4)C3=O)[C@H]2C(=O)N1Cc1ccccc1,i
Cc1ccnc(NS(=O)(=O)c2ccc(NC(=O)c3cccc(Cl)c3)cc2)n1,0.7%
O=S(=O)(NC1CCCC1)c1ccc(F)cc1F,0.2%
O=C(Nc1cc(S(=O)(=O)N2CCOCC2)ccc1N1CCCC1)c1ccccc1F,3.0%
O=C(NCCc1cccc(F)c1)C1CC(O)CN1C(=O)Nc1ccccc1 (configuration not stated),i
O=C(COC(=O)c1cc(S(=O)(=O)N2CCOCC2)ccc1F)Nc1ccccc1C(F)(F)F,i
CCc1ccc(C#CC2=CC(=O)CC(C)(C)C2)cc1,11.4%
O=S(=O)(Nc1ccc(NS(=O)(=O)c2ccccc2)c2ccccc12)c1ccccc1,1.1%
Cc1ccc(S(=O)(=O)NN(Cc2ccccc2)Cc2ccccc2)cc1,i
COc1cc2c(=O)[nH]c3cc([N+](=O)[O-])ccc3c2cc1[N+](=O)[O-],?
CC(C)CC1C(=O)N(Cc2cn(CC3CCCCC3)nn2)CCS(=O)(=O)N1Cc1ccc(-c2ccncc2)cc1 (configuration not stated),1.8%
Cc1ccccc1NC(=O)C(C)Sc1nnc(CN2CCCC2)n1Cc1ccccc1 (configuration not stated),0.1%
Nc1cc(C(=O)N2CCN(c3ccccc3Cl)CC2)ccc1N1CC2CC(C1)c1cccc(=O)n1C2 (configuration not stated),1.1%
C[C@@H]1CN([C@@H](C)CO)C(=O)c2cc(-c3ccncc3)cnc2O[C@H]1CN(C)C(=O)c1cccc(F)c1,0.6%
CC1=NN(c2ccccc2)C(=O)C1C(=S)SC1CC(=O)NC1=O (configuration not stated),i
CCOC(=O)C1=C(C)OC(=CC=Cc2ccccc2)C1=O,i
C[C@@H]1CN([C@@H](C)CO)C(=O)CCCn2nncc2CO[C@@H]1CN(C)S(=O)(=O)c1ccc2c(c1)OCCCO2,1.4%
CC(=O)Nc1ccc(NC(=O)CCCN2C(=O)C(c3ccccc3)Oc3cccnc32)cc1 (configuration not stated),i
CC(C)C1CCN(C(=O)C2CCC(=O)N(C3CCCCCC3)C2)CC1 (configuration not stated),0.2%
O=C(Nc1cc(S(=O)(=O)N2CCCC2)ccc1OCC(F)(F)F)c1ccncc1,i

# Next part, starting with the last three of the part before.
SMILES,VEEV TC-83 Vero
CC(=O)Nc1ccc(NC(=O)CCCN2C(=O)C(c3ccccc3)Oc3cccnc32)cc1 (configuration not stated),i
CC(C)C1CCN(C(=O)C2CCC(=O)N(C3CCCCCC3)C2)CC1 (configuration not stated),0.2%
O=C(Nc1cc(S(=O)(=O)N2CCCC2)ccc1OCC(F)(F)F)c1ccncc1,i
CC(OC(=O)CCNS(=O)(=O)c1ccc(Cl)cc1)C(=O)N(C)Cc1ccccc1 (configuration not stated),i
O=C(COC(=O)c1ccc(O)cc1)Nc1cc(S(=O)(=O)N2CCCCCC2)ccc1Cl,0.8%
C[C@@H]1CCCCO[C@H](CN(C)C(=O)CCC(F)(F)F)[C@@H](C)CN([C@H](C)CO)C(=O)c2cc(NC(=O)c3ccncc3)ccc2O1,i
N#Cc1ccc(OCC(=O)NCCCN2CCCC2=O)cc1,i
CN1C(=O)[C@H]2[C@@H](c3ccc(C(F)(F)F)cc3)N[C@]3(CCCN(Cc4ccc(Br)cc4)C3=O)[C@H]2C1=O,i
Cc1ccc2c(=O)n3c(nc2c1)C(Cc1ccc(O)cc1)NC(=O)c1cc2ccccc2cc1-3 (configuration not stated),6.8%
CN(C)c1nn2c(-c3ccccc3)nnc2o1,1.8%
CCOc1cc(/C=C/C(=O)OCC(=O)N(CC)C2CCS(=O)(=O)C2)cc(Cl)c1OC (configuration not stated),1.1%
O=[N+]([O-])c1ccc(-c2ccc(/C=N/Nc3nc(N4CCCCC4)nc(N4CCCCC4)n3)o2)cc1,2.6%
CCCc1nc2nc(C)c(NS(=O)(=O)c3ccc(C)c(C)c3)c(=O)n2[nH]1,2.8%
COc1ccc2c(c1)CSC(c1ccccc1)C2=O (configuration not stated),5.8%
COc1ccccc1-c1cnc2c(c1)C(=O)N([C@@H](C)CO)C[C@@H](C)[C@@H](CN(C)C(C)=O)O2,i
Cc1c(CN(C)C(=O)C2CCC(=O)N(Cc3ccccc3F)C2)[nH]c2ccccc12 (configuration not stated),2.8%
C[C@H]1CN([C@@H](C)CO)C(=O)CCCn2cc(nn2)CO[C@@H]1CN(C)C(=O)Nc1ccc(F)cc1,i
COc1ccc(CCNC(=O)c2ccc(F)c(S(=O)(=O)N3CCCCC3)c2)cc1,i
c1cc2[nH]c3ccncc3c2cn1,2.6%
Cc1cc(CNC[C@H]2O[C@@H](n3ccc(N)nc3=O)[C@H](O)[C@@H]2O)no1,0.2%
CN(Cc1ccccc1)C(=O)CCN1C(=O)c2cccc([N+](=O)[O-])c2C1=O,1.4%
CC(=O)NCC1=C(c2ccc3ccccc3c2)C[C@@H]2CC[C@H]1N2Cc1ccco1,0.1%
Fc1ccc(-c2nc3ccc(Cl)cn3c2Cc2ccccc2)cc1,2.7%
Cc1cc(O)cc(O)c1/C=N/NC(=O)c1ccc2c(c1)OCCO2,11.2%
C[C@@H]1CN([C@@H](C)CO)C(=O)CCCn2nncc2CO[C@H]1CN(C)S(=O)(=O)c1ccc(-n2cccn2)cc1,0.5%
CC(C)(C)OC(=O)N1CCc2onc(-c3ccc(Br)cc3)c2C1=O,0.4%
C[C@@H]1CN([C@@H](C)CO)C(=O)CCCn2nncc2CO[C@@H]1CN(C)S(C)(=O)=O,0.5%
CC1(C)CN(Cc2cccnc2)C(=O)[C@H]1CC(=O)Nc1ccc(Br)cc1,1.4%

# Entries above that contain a nitro group on carbon:
SMILES,VEEV TC-83 Vero
O=C(NCCNc1ccc([N+](=O)[O-])cc1)c1ccccc1Cl,i
COc1cc2c(=O)[nH]c3cc([N+](=O)[O-])ccc3c2cc1[N+](=O)[O-],?
O=[N+]([O-])c1ccc(-c2ccc(/C=N/Nc3nc(N4CCCCC4)nc(N4CCCCC4)n3)o2)cc1,2.6%
CN(Cc1ccccc1)C(=O)CCN1C(=O)c2cccc([N+](=O)[O-])c2C1=O,1.4%

# (cont.)
SMILES,VEEV TC-83 Vero
Cc1ccc(Nc2n[nH]c(=S)s2)cc1C,1.5%
CCCn1c(C)cc(C(=O)CN2C(=O)c3ccccc3S2(=O)=O)c1C,i
COc1ccc(CC(=O)Nc2ccc(S(=O)(=O)Nc3cc(C)nc(C)n3)cc2)cc1OC,2.0%
CCN(CC)C(=O)C1=C(C)N(Cc2ccc(C(C)(C)C)cc2)C(=O)C(CC(=O)NC2CC2)C1 (configuration not stated),i
CCCCCCN1C[C@@H](O)[C@H](n2cc(C3CC3)nn2)C[C@@H]1c1ccc(Cl)cc1,i
C[C@H]1CN([C@@H](C)CO)C(=O)CCCn2nncc2CO[C@H]1CN(C)C(=O)Nc1ccnc(N2CCOCC2)c1,0.9%
C[C@H](CO)N1C[C@H](C)[C@H](CN(C)S(=O)(=O)c2ccc3ccccc3c2)OCc2cnnn2CCCC1=O,2.3%
Cc1ccc(S(=O)(=O)NNc2c3ccccc3nc3ccc(Cl)cc23)cc1,3.4%
COc1ccc([C@H]2C[C@@H](n3cc(C4CC4)nn3)[C@H](O)CN2Cc2cccs2)cc1,i
Cc1cccc(NC(=O)c2ncn3c2C(=O)N[C@@H](C)C3)c1,i
CC(C)(C)OC(=O)[C@H](Cc1ccccc1)NC(=O)c1[nH]cnc1C(=O)Nc1ccccc1F,6.6%
Cc1ccc(-c2ccc(CN3C(CC(C)C)C(=O)N(Cc4cn(CCC5OCCO5)nn4)CCS3(=O)=O)cc2)cc1 (configuration not stated),i
C[C@H]1CN([C@@H](C)CO)C(=O)CCCn2nncc2CO[C@@H]1CN(C)Cc1ccc2c(c1)OCCO2,1.2%
CN(CC(=O)N/N=C/c1ccc(F)cc1)S(=O)(=O)c1ccccc1,1.8%
COc1ccc([C@H]2C[C@H](O)[C@@H](n3cc(COC(=O)c4ccccc4)nn3)CN2Cc2cccs2)cc1,i
Cc1ccc([C@@H]2CC(=O)[C@@H]3CN(S(=O)(=O)c4ccc(C)cc4)[C@H](c4ccccc4)C[C@@H]3N2S(=O)(=O)c2ccc(Cl)cc2)cc1,0.5%
CCC(C)NC(=O)c1ccc(N2CC3CC(C2)c2cccc(=O)n2C3)c(NC(=O)c2c(F)cccc2F)c1 (configuration not stated),0.3%
NC(=O)c1[nH]cnc1N=NN(CCO)Cc1ccccc1,i
O=C1OCC/C1=C\NCCCN/C=C1\CCOC1=O,0.7%
COc1cc2nn(-c3ccccc3N)nc2cc1OC,8.7%
COc1ccc2nc(C)cc(Nc3ccccc3OC)c2c1,i
O=C(NCCO)/C(=C\c1cccc([N+](=O)[O-])c1)NC(=O)c1cccs1,0.9%
COc1ccc(S(=O)(=O)N(C)C[C@@H]2OCc3cnnn3CCCC(=O)N([C@@H](C)CO)C[C@@H]2C)cc1,0.8%
O=C(Cn1sc2ccccc2c1=O)Nc1ccc(Cl)cc1,2.0%
Cc1cnc(C(=O)OCC(=O)c2cc(C)n(CCc3ccc(F)cc3)c2C)cn1,i

# In the list so far, these contain an aryl thioether with sulfur outside any ring.
SMILES,VEEV TC-83 Vero
CCn1c(CC(=O)Nc2ccccc2F)nnc1SCC(=O)NC1=NCCS1,0.2%
Cc1ccccc1NC(=O)C(C)Sc1nnc(CN2CCCC2)n1Cc1ccccc1 (configuration not stated),0.1%

# (more compounds)
SMILES,VEEV TC-83 Vero
O[C@H]1C[C@H](c2ccc(Cl)cc2)N(Cc2cccs2)C[C@@H]1n1cc(-c2ccc(F)cc2)nn1,i
O=C(COC(=O)c1ccccc1)NCC1COc2ccccc2O1 (configuration not stated),i
Cc1ccc(NC(=O)c2ccc3c(c2)CCN3S(C)(=O)=O)cc1,i
CCCCCCN1C[C@H](n2cc(-c3ccc(F)cc3)nn2)[C@@H](O)C[C@@H]1c1ccccc1,4.5%
C[C@H]1CN([C@@H](C)CO)C(=O)CCCn2cc(nn2)CO[C@@H]1CN(C)S(=O)(=O)c1ccc(Oc2ccccc2)cc1,0.4%
Cc1cc(OCC(=O)OCC(=O)N(Cc2ccccc2)C(C)(C)C)ccc1Cl,3.7%
COC1CC(N)C2OC(c3ccccc3)OCC2O1 (configuration not stated),i
Cn1c(SCC(=O)NCCC2=CCCCC2)nnc1C(F)(F)F,1.5%
CCOC(=O)N(C)C[C@H]1OCc2cnnn2CCCC(=O)N([C@@H](C)CO)C[C@@H]1C,8.6%
Cc1ccc([C@H]2C[C@@H](n3cc(C4CC4)nn3)[C@H](O)CN2C(=O)C2CCCCC2)cc1,0.1%
O=C(Nc1ccc([N+](=O)[O-])cc1Cl)c1cccc([N+](=O)[O-])c1,i
CC12CCC3c4ccc(O)c([N+](=O)[O-])c4CCC3C1CCC2=O (configuration not stated),0.2%

# An excerpt. The share of hits here may be higher or lower than overall.
